# Bioassay records (PubChem BioAssay)
# Mdm2-MdmX inh: disrupts the human Mdm2-MdmX interaction; O15151+Q00987; SaOS-2 split-luciferase Mdm2/MdmX complementation, luminescence; inhibition, % at 8 µM; actives 3% (n = 330,000);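 active = inhibition of at least 50% at 8 µM in the primary screen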
# UPR XBP1 act: activators of adaptive arm of unfolded protein response (XBP1). actives 0.33% (n = 330,000). AID 463104. CHO-XBP1 luciferase reporter, IRE1-XBP1 UPR activation, luminescence; percent of tunicamycin response, DMSO as zero. activation, % at 20 µM;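 active = versus positive control, 20 µM dose yields 30% or more activation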;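 note: 100% = tunicamycin at 10 µg/mL and 0% = DMSO only wells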
#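 Material – CHO cell line with stable XBP1 luciferase reporter · Buffer or medium – F12 plus 10% FBS · Compound – single point, 20 µM final compound, 1% DMSO · Schedule – 16-18 h cell attachment at 37 °C, then 6 h compound exposure · Signal – Steady-Glo luminescence read · Benchmarks – high control tunicamycin 10 µg/mL final, low control DMSO vehicle only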
# Jurkat NFkB inh: lowers PMA/ionomycin-induced NF-kB signal in Jurkat cells | inhibition, % at 4 µM | PMA/ionomycin-induced NF-kB luciferase reporter, luminescence | actives 0.53% (n = 330,000); in the data active = inhibition above about 50%
# CXCR6 block: CXCR6 (human) receptor inhibition; actives 0.36% (n = 360,000); inhibition, % at 20 µM; O00574; CHO-K1 PathHunter CXCR6 beta-arrestin, luminescence; in the data active = inhibition above about 34%, passing the limit was not always enough;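 note: antagonist mode with CXCL16 agonist at 10 nM final; 0% = 10 nM CXCL16 with DMSO and 100% = unstimulated wells without agonist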
# Target sequence (O00574 whole entry, looked up): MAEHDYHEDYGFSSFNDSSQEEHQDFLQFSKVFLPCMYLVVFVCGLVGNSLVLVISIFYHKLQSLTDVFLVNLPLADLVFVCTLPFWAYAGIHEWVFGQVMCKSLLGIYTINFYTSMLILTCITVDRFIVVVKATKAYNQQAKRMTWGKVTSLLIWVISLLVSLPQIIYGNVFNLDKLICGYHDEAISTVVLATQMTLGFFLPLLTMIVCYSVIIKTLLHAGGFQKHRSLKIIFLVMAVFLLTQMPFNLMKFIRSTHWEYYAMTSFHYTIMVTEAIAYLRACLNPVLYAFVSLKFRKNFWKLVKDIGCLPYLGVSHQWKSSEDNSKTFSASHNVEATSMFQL
# EBI2 antag: antagonists of human EBI2 receptor; actives 0.81% (n = 360,000); EBI2 beta-arrestin recruitment, luminescence, 7a,25-OHC stimulated; inhibition, % at 5 µM; P32249; in the data active = inhibition above about 38%;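 note: enzyme fragment complementation signal reports receptor beta-arrestin coupling in cells; 0% = agonist plus DMSO wells and 100% = wells without agonist; some results beyond the cut were filed as inactive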
# Target sequence (P32249 whole entry, looked up, the tested form may be a part): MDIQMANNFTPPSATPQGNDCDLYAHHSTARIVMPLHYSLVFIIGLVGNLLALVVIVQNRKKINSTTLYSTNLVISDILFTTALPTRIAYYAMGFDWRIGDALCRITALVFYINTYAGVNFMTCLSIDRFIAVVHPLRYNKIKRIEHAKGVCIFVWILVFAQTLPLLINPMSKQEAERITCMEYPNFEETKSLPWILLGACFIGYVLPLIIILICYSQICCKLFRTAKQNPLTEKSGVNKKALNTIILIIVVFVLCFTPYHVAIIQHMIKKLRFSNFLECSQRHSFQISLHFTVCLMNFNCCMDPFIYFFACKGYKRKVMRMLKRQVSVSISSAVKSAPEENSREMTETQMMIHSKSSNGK
# CHOP UPR activ: apoptotic UPR (CHOP) activation. CHO-CHOP luciferase reporter, luminescence; percent of tunicamycin response over DMSO baseline. activation, % at 10 µM. AID 449763. actives 0.34% (n = 330,000);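 active = at 10 µM dose, activation of 40% or more, normalized to positive control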;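 note: 100% = tunicamycin at 10 µg/mL and 0% = DMSO alone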
#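 measured by = luciferase luminescence | assay system = CHO-CHOP cells, stable luciferase reporter of PERK-eIF2a-CHOP signalling | amount = 500 reporter cells seeded per well | timing = 6 h compound exposure at 37 °C after overnight seeding | controls = positive tunicamycin 10 µg/mL, negative DMSO alone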
# CCR6 antag: blocks CCL20-driven beta-arrestin recruitment at human CCR6; AID 493098; actives 0.49% (n = 340,000); inhibition, % at 20 µM; P51684; CHO-K1 CCR6 PathHunter beta-arrestin, luminescence, CCL20-stimulated;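 active = compounds whose inhibition of the agonist-driven luminescence signal at 20 µM reaches about 50%, limit read from the data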;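 note: cells stimulated with CCL20 at 14 nM final; plate controls were DMSO with CCL20 for no effect and DMSO without agonist for full effect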
# 697 NFkB inh: lowers PMA/ionomycin-induced NF-kB signal in 697 B cells | 697 B-cell NF-kB luciferase reporter, 16 h | inhibition, % at 4 µM | actives 0.33% (n = 330,000); in the data active = inhibition above about 35%
# Gli-Sufu block: antagonists of Gli-Sufu signaling. Sufu-KO-LIGHT fibroblasts, Gli luciferase reporter luminescence. inhibition, % at 5 µM. actives 0.74% (n = 340,000). AID 588413;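 active = inhibition above about 55%, limit read from the data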;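 note: 0% = DMSO-treated cells and 100% = wells with medium but no cells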
# Active calls of the source: *; · = no result given.
structure	UPR XBP1 act	EBI2 antag	CHOP UPR activ	Jurkat NFkB inh	Mdm2-MdmX inh	CCR6 antag	Gli-Sufu block	CXCR6 block	697 NFkB inh
CNCCCOc1ccc2c(c1)CCC2	-4	-2	2.8	13	17	7	9	-6	-1
Cc1cc(C(=O)NNc2ccc(C)c(C)c2)no1	1	3	1.9	7	29	22	-2	17	9
Clc1cc(-c2ccccc2)nc(-c2ccccc2)n1	3	-6	-1.0	1	17	-31	8	-19	10
Cc1ccnc2nc(C(=O)OCCOc3ccc(F)cc3)nn12	0	-3	1.4	5	-15	-8	4	0	-10
CCCN(CC1CC1)C(=O)CSc1ncnc2sccc12	1	7	-0.5	-4	18	8	4	-7	-13
O=S(=O)(c1ccc(Br)c2nsnc12)N1CCOCC1	-2	-1	0.3	-7	7	-16	0	-12	21
COc1cccc(CNC(=O)[C@H](C)NC(=O)C2CCN(S(=O)(=O)c3ccccc3)CC2)c1	0	-8	4.3	-6	21	-6	-9	-7	-2
O=C(NC(=S)NC(CO)c1ccccc1)c1ccc(F)cc1 (configuration not stated)	0	1	0.1	-7	-12	18	29	-2	-11
CCN(CC(=O)Nc1ccc(NC(C)=O)cc1)C(=O)/C=C/c1cn(-c2ccccc2)nc1-c1ccc(F)cc1	-2	26	0.4	-3	24	8	3	8	-28
C/C(Cl)=C/CSc1nc2c(c(=O)[nH]c(=O)n2C)n1C(C)C	7	-13	5.0	-2	7	11	2	-5	-23
CCN(CC)C(=O)c1[nH]cnc1C(=O)Nc1ccccc1	0	-12	2.1	11	22	3	-4	1	13
COCCCN1C(=O)c2ccc(C(=O)Nc3ccc(C)cc3C)cc2C1=O	-5	5	0.8	2	14	13	-4	2	-3
O=C(c1cccs1)n1nc(NCc2ccccc2)nc1NCc1ccccc1	-3	35	-0.5	-5	8	24	8	14	5
C[C@H](NC(=O)c1nc[nH]c1C(=O)N1CCNCC1)C(=O)OCc1ccccc1	-1	-7	0.4	12	20	1	-5	2	13
O=C(O)c1cccc(NC(=O)c2ccccc2NC(=O)c2cccc([N+](=O)[O-])c2)c1	-3	-14	-1.0	6	7	16	-10	1	-12
CCOc1cc(C(=O)OCC(=O)Nc2cccc(C)c2)ccc1OCC(=O)N1CCOCC1	4	-1	0.9	-9	-51	1	-9	10	-11
Cc1noc(-c2ccc(Cl)cc2)c1C(=O)O/N=C(\N)c1ccc(C(C)(C)C)cc1	-3	8	2.9	7	100*	-13	6	-12	-38
CCOC(=O)C1CCN(CC(=O)c2c(C)[nH]c3ccccc23)CC1	3	0	-3.1	0	-1	-28	-33	-2	12
CCOC(=O)N1CCC(NC(=O)Cn2ncc3ccccc32)CC1	-5	-2	-0.2	5	12	-11	-2	-10	20
CC(C)CN(C(=O)CN1CCN(c2ccc(F)cc2)CC1)c1c(N)n(CC(C)C)c(=O)[nH]c1=O	2	-4	0.6	-7	-2	3	4	-1	-21
C=CCn1nnnc1SCC(=O)Nc1ccc(OC)cc1	-1	5	0.2	-4	-5	9	-1	-2	13
CCC(=O)NC(=S)Nc1ccc(NC(=O)COc2ccccc2)cc1	-2	-5	1.3	-2	-11	6	-5	-11	-2
CC(=O)Oc1cccc(/C=C2\C=C(c3ccc(C)cc3)OC2=O)c1	2	10	-0.4	3	7	6	-4	0	18
O=C(Nc1ccnn1C1CCN(Cc2ccccc2)CC1)C1CCCC1	-2	-4	0.9	1	-7	2	12	-7	25
COc1ccc(OC)c(CNc2nc3ccccc3n2CCN2CCCCC2)c1	-2	4	0.0	3	8	10	22	12	-19
O=C(COC(=O)c1cccnc1)c1ccc(Cl)cc1	1	6	3.8	-7	4	11	-4	11	11
O=C(Nc1ccccc1)c1ccccc1N=Cc1ccccc1O	-1	-17	0.9	-11	-4	-13	-16	-3	-35
COc1ccc(C)cc1NC(=O)C1CCCN(S(=O)(=O)c2ccc(-n3cnnn3)cc2)C1 (configuration not stated)	-1	7	-1.3	-2	16	16	2	-6	3
O=C(CCN1CCN(c2ccccc2)CC1)Nc1ccc2c(c1)OCO2	1	11	1.2	-2	15	15	6	-8	14
COc1ccc(C2Nc3cccc4cccc(c34)N2)cc1	-2	-32	0.0	16	2	9	-3	-6	-61
CCN1CCN(CCNC(=O)c2cc(Cl)c(NC(=O)C3=C(C)OCCS3)cc2OC)CC1	-5	7	0.1	-22	17	-7	0	5	-24
Cc1cc(NC(=O)COc2coc(CN3CCN(c4ccccc4)CC3)cc2=O)no1	-3	-17	1.6	3	0	2	-4	-8	13
CC(=O)Nc1ccc2c(c1)OCCOCCOc1cc(NC(C)=O)ccc1OCCO2	0	5	0.3	-5	21	-1	-2	-1	13
COc1ccc(NC(=O)c2cc(S(=O)(=O)N(C)C)ccc2N2CCCC2)cc1Cl	0	-9	-2.2	-28	-4	-10	-8	3	-14
CCOC(=O)c1sc(C)c2c(=O)n(Cc3ccc(Cl)cc3)cnc12	-2	4	0.3	-1	18	25	3	1	3
O=C1NC2(CCC3(CC2)OCCO3)NN1c1ccc(Cl)cc1	-1	17	0.1	-7	3	-5	-19	-8	-3
O=C(O)Cn1nnc(-c2ccc(OCc3ccccc3Cl)cc2)n1	1	·	0.2	-3	-1	-5	-4	·	5
C=CCNc1oc(-c2ccc(OCC)cc2)nc1C#N	5	-1	2.2	-31	13	3	-32	-10	-35
CCN(C(=O)CSc1nnnn1-c1ccc(Cl)cc1)C1CCS(=O)(=O)C1 (configuration not stated)	-3	0	-1.9	-34	3	-10	4	2	12
Cc1nn(-c2ccccc2)c(Cl)c1CN(C(=O)CCl)c1cccc2ccccc12	0	60*	8.4	0	99*	18	11	-2	-6
N#CCc1nn(-c2ccccc2)c(N)c1C#N	0	-5	0.1	2	-13	-3	3	2	-80
CC1Oc2ccccc2C=C1/C=N/NC(=O)c1ccncc1 (configuration not stated)	2	3	0.9	0	-1	10	5	0	-11
CCSc1nnc(-c2cccc(S(=O)(=O)N(CC)CC)c2)n1Cc1ccccc1	0	6	1.2	-15	-18	9	1	9	-8
Cc1ccccc1C(=O)Nc1nnc(S(=O)(=O)N(C)Cc2ccco2)s1	-3	1	0.4	13	-2	12	-5	14	-53
COc1ccc(/C=C(\NC(=O)c2ccc(C)cc2)C(=O)NCC2CCCO2)cc1 (configuration not stated)	-1	5	1.4	-1	20	5	6	-5	-1
O=C(c1cccnc1)N1CCN(S(=O)(=O)c2ccc(F)cc2)CC1	5	-11	-0.6	6	2	1	4	2	9
Cc1ccc(N2CC(C(=O)NCc3ccc(C)n3C)CC2=O)cc1 (configuration not stated)	-2	-5	0.4	-8	-19	6	-3	-11	15
Cc1c(Cl)cccc1NC(=O)Cn1nc(C)n2cccc2c1=O	-4	-8	5.4	7	33	-1	-1	-4	-9
Cc1cccc(C)c1NC(=O)CSc1ncnc2[nH]ncc12	-2	0	-1.8	4	25	10	3	1	-7
O=C(NCc1ccccc1Cl)c1ccc2c(=O)n(CC3CCCO3)c(=S)[nH]c2c1 (configuration not stated)	-5	3	0.3	11	11	19	1	6	3

# An excerpt taken from the entries so far, as a working copy:
structure	UPR XBP1 act	EBI2 antag	CHOP UPR activ	Jurkat NFkB inh	Mdm2-MdmX inh	CCR6 antag	Gli-Sufu block	CXCR6 block	697 NFkB inh
O=C(COC(=O)c1cccnc1)c1ccc(Cl)cc1	1	6	3.8	-7	4	11	-4	11	11
O=C(Nc1ccccc1)c1ccccc1N=Cc1ccccc1O	-1	-17	0.9	-11	-4	-13	-16	-3	-35
COc1ccc(C)cc1NC(=O)C1CCCN(S(=O)(=O)c2ccc(-n3cnnn3)cc2)C1 (configuration not stated)	-1	7	-1.3	-2	16	16	2	-6	3
O=C(CCN1CCN(c2ccccc2)CC1)Nc1ccc2c(c1)OCO2	1	11	1.2	-2	15	15	6	-8	14
COc1ccc(C2Nc3cccc4cccc(c34)N2)cc1	-2	-32	0.0	16	2	9	-3	-6	-61

# Next results follow:
structure	UPR XBP1 act	EBI2 antag	CHOP UPR activ	Jurkat NFkB inh	Mdm2-MdmX inh	CCR6 antag	Gli-Sufu block	CXCR6 block	697 NFkB inh
O=C(Nc1nccs1)c1sc2cc(Cl)ccc2c1Cl	9	16	2.3	-93	-38	73*	-62	67*	-87
CCc1ccc(CNC(=O)Cn2nc(-c3ccccc3)ccc2=O)cc1	-2	-8	0.0	12	18	8	37	-3	-4
Cc1cc(Br)c(NC(=O)COC(=O)C2CCCCC2)c(Br)c1	0	-4	-1.0	-5	-16	22	6	-4	5
CCCP(=O)(CC(=O)N(CC)CC)c1ccccc1 (configuration not stated)	1	-5	10	-2	-6	-8	-34	0	19
Cc1ccccc1OCc1nnc(SCC(=O)NCc2ccccc2)n1C	-2	18	3.0	8	7	2	-2	2	-16
CC(C)c1ccc(C(C(C(=O)c2ccccc2)N2CCOCC2)N2CCOCC2)cc1 (configuration not stated)	·	17	·	·	·	16	-44	6	·
CCOC(=O)N1CCN(C(=O)c2ccccc2NC(C)=O)CC1	1	-13	-1.5	-5	-11	-2	20	-2	0
COc1cc(/C=C2/C(=O)NN(c3cccc(F)c3)C2=O)ccc1OC(=O)c1ccco1	0	-20	3.6	9	13	0	7	40*	3
O=c1[nH]ncc(NCCc2ccccc2)c1Cl	-2	-5	1.4	-19	6	12	-2	6	6
C/C(=N/NC(=O)CNC(=O)c1cccs1)c1ccc(Cl)cc1	0	18	1.1	-5	-6	-11	-23	7	-17
O=C(Nc1ccc(Cl)cn1)c1cccc(F)c1	1	-7	3.8	-17	-12	-5	-79	-2	-141
Cc1cc(O)cc2c1C(=O)/C(=C/c1ccco1)O2	8	-1	1.4	2	-37	5	8	-4	-3
CC1Oc2ccccc2N(CC(=O)c2ccc(F)cc2)C1=O (configuration not stated)	-2	9	0.2	6	11	9	-6	6	-3
Cc1ccc(S(=O)(=O)N2CCC(C(=O)OCC(=O)N(C)c3ccccc3)CC2)cc1C	-2	-4	-0.6	-1	8	6	0	5	14
Cc1ccc(C)c2[nH]c(=O)c(C(c3nnnn3CCc3ccccc3)N3CCOCC3)cc12 (configuration not stated)	1	8	-0.9	-18	-3	4	-10	-12	-23
COc1ccc(NC(=O)c2ccccc2NC(=O)c2ccccc2C(=O)O)c(OC)c1	1	0	1.7	-21	-20	8	-4	3	-6
COc1ccc(S(=O)(=O)N2CCC[C@H]2C(=O)NC2=NCCS2)cc1	1	5	0.5	-12	-23	19	-7	2	-15
Cc1ccsc1/C=C1/SC(N2CCOCC2)=NC1=O	1	·	7.0	-30	-48	·	·	·	-26
NC(=O)c1ccccc1N(Cc1ccccc1)S(=O)(=O)c1ccccc1	1	-10	-0.6	-13	-4	5	0	12	-30
Cc1ccccc1CNC(=O)Cn1cnc(S(=O)(=O)N2CCCC2)c1	-3	-2	-1.3	2	20	11	21	7	3
O=C(NCc1ccccn1)C(=O)NCC1OCCN1S(=O)(=O)c1ccc([N+](=O)[O-])cc1 (configuration not stated)	-2	-26	3.2	12	6	-16	-6	-14	0
